# Screening data deposited in PubChem by several laboratories.
# HIV peptide binding = cell-free HIV fusion peptide-binding blockers – biochemical, uHTS, fluorescence dequenching, primary screen (AID 1986); cell-free peptide binding, fluorescence dequenching, 30 min; higher % means a stronger effect; inhibition, % at 20 µM, or IC50 in µM where a hit was titrated; actives 0.3% (n = 290,000); in the data active = inhibition mostly above about 52%, no sharp cut-off; inactive = mostly below about 76%; note: some results filed as inactive read as strong as hits
# NOD1 inhibition = inhibition of NOD1-driven NF-kB reporter – cell-based, luminescence, uHTS, primary screen (AID 1578) | actives 1% (n = 290,000) | NOD1-driven NF-kB luciferase reporter cells, luminescence; higher % means a stronger effect | inhibition, % at 4 µM, or EC50 in µM where a hit was titrated; in the data active = inhibition mostly above about 36%, no sharp cut-off; inactive = mostly below about 34%;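 note: HEK-293T reporter cells stimulated with the NOD1 agonist gamma-tri-DAP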
# KOR beta-arrestin-1 = kappa opioid receptor activators – cell-based, luminescence, uHTS, primary screen (AID 1777) | KOR beta-arrestin recruitment, luminescence; higher % means a stronger effect | actives 0.02% (n = 280,000) | activation, % at 10 µM; hits with a dose series show EC50 in µM; in the data active = activation above about 50%, passing the limit was not always enough; note: a part of the inactive calls stands beside numbers as strong as those of hits
# NOD2 inhibition = NOD2 signaling inhibitors, cell-based, luminescence, uHTS, HEK293 (AID 1566); HEK293 NOD2/NF-kB luciferase reporter, luminescence; higher % means a stronger effect; inhibition, % at 4 µM; hits with a dose series show EC50 in µM; actives 0.63% (n = 290,000); note: many of its hits are not listed in these tables
# Yfh1-depleted yeast = mitochondrial function rescue without frataxin homolog – Friedreich's ataxia, plus single-dose screen, dose response (AID 1465) | S. cerevisiae Yfh1-off respiration, WST-1 reduction, 72 h; higher fold induction means a stronger effect | fold induction at 50 µM; hits with a dose series show EC50 in µM | actives 0.074% (n = 220,000);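 active = fold induction of absorbance versus untreated yeast above a set limit, then at least 30% activation at any dose in follow-up; inconclusive = repeats straddling the limit, or above it without dose testing; inactive = fold induction below the set limit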;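 note: activators that raise dye reduction in frataxin-depleted yeast; strong numbers were not always called active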
# KOR beta-arrestin-2 = kappa opioid receptor blockers – cell-based, luminescence, uHTS (AID 1778); inhibition, % at 10 µM, or IC50 in µM where a hit was titrated; KOR beta-arrestin recruitment, luminescence, antagonist mode; higher % means a stronger effect; actives 0.091% (n = 290,000); note: strong numbers were not always called active
# West Nile virus CPE = West Nile virus antiviral activity, cell-based, CPE readout (AID 1621); one-dose CPE inhibition, % at 10 µM; IC50 in µM for titrated hits; actives 0.02% (n = 290,000); West Nile virus-infected cells, CPE inhibition; higher % means a stronger effect; in the data active = a potency from the dose series; inconclusive = CPE inhibition mostly from about 3.7% at the one dose, without a potency; inactive = the rest, 99 in 100 with CPE inhibition below about 2.2%; note: strong numbers were not always called active
# NS5 inhibitors = Dengue-2 NS5 methyltransferase inhibitors, primary screen, biochemical, confirmation dose response (AID 588689); inhibition, % at 25 µM; hits with a dose series show IC50 in µM; Dengue-2 NS5 methyltransferase capping enzyme assay, biochemical; higher % means a stronger effect; actives 0.3% (n = 340,000); in the data active = a potency from the dose series; inconclusive = inhibition above about 29% without an active follow-up result
# AID2073 = inhibitors of Mint1-CaV2.2 protein interaction, biochemical, HTRF (AID 2073). inhibition, % at 20 µM, or IC50 in µM where a hit was titrated. actives 0.19% (n = 290,000). HTRF protein-protein interaction, Mint1-CaV2.2; higher % means a stronger effect; in the data active = inhibition mostly above about 51%, no sharp cut-off; inconclusive = no clear call, values can overlap the other calls; inactive = mostly below about 53%; note: some results filed as inactive read as strong as hits
# NS5 inhibitors pilot replicate = recorded beside NS5 inhibitors, whose call it bears; inhibition, %; measured here: pilot screen replicate inhibition
# An asterisk follows results filed as active; i = inactive; ? = inconclusive; nt = not tested or not shown; [ ] = remark or other dose. Cut-off read from the data, not from the text of the source, unless noted: active = inhibition above about 50%; inactive = the rest. Only part of the results is shown; the hit share may differ from the screen's.
SMILES,HIV peptide binding,NOD1 inhibition,KOR beta-arrestin-1,NOD2 inhibition,Yfh1-depleted yeast,KOR beta-arrestin-2,West Nile virus CPE,NS5 inhibitors,AID2073,others
Cn1ncc(Cl)c1C(=O)Nc1sc2c(c1C(N)=O)CCC2,1.9%,-24.6%,8.3%,-8.6%,i,32.3%,-0.3%,11.0%,-1.6%,
COC(=O)C1=C(C)N(c2ccc(OC)cc2)C(C)=C(C(=O)OC)C1c1ccccc1,-1.8%,-7.0%,-1.3%,-1.1%,i,14.6%,0.2%,-4.6%,7.0%,
O=[N+]([O-])c1ccc(CS(=O)(=O)c2ncn[nH]2)cc1,0.9%,-14.2%,3.2%,-3.8%,nt,-1.4%,0.5%,0.3%,7.1%,
COC(=O)C1=C(O)/C(=C\c2ccc(CNC(=O)C(=O)Nc3ccc(C)cc3)o2)N=C1C,56.2%,-8.0%,-3.6%,-9.3%,i,22.4%,-0.2%,39.0%,-10.3%,
COC(=O)/C(=C/c1ccc(F)cc1)NC(C)=O,1.7%,-14.2%,-2.3%,-1.2%,i,-4.9%,-0.1%,-2.6%,2.2%,
Cn1c(NCc2ccco2)nc2c1c(=O)n(Cc1ccc(Br)cc1)c(=O)n2C,-4.1%,4.1%,-2.2%,-11.3%,i,9.6%,1.3%,-3.5%,-0.8%,
CCS(=O)(=O)N1CCC(C(=O)N2CCN(Cc3ccccc3)CC2)CC1,1.7%,-47.9%,-4.4%,-17.3%,i,2.6%,0.3%,1.5%,-1.9%,
Nn1c(CN2CCCCC2)nc2ccccc2c1=O,-0.9%,-18.5%,-0.8%,-1.2%,i,22.1%,0.2%,-1.4%,8.7%,
CCN(CC)S(=O)(=O)c1cc(C(=O)Nc2cc(C)[nH]n2)ccc1Cl,-0.5%,-9.9%,-0.6%,-24.9%,nt,18.5%,-1.0%,-1.6%,-6.8%,
COc1cc2c(cc1OC)-c1cc(Nc3ccc4c(c3)OCCO4)nc(=O)n1CC2,-2.8%,-10.6%,-0.5%,-2.1%,i,23.3%,0.6%,-0.7%,-6.1%,
Cc1ccccc1CC(=O)Nc1ccc2c(c1)CCC2,1.0%,-14.2%,-0.3%,11.7%,nt,-16.2%[20 µM],-1.3%,-5.4%,1.7%,
CCn1c2ccccc2c2cc(NC(=S)N3CCOCC3)ccc21,-1.2%,12.8%,-0.4%,-30.1%,i,-1.3%,1.6%,-6.9%,9.6%,
Cc1ccc(N(CC(=O)NCc2ccc(F)cc2)S(=O)(=O)c2cccs2)cc1,-0.1%,-5.5%,0.9%,-11.0%,i,-3.6%,1.9%,-7.8%,1.7%,
Cc1ccc(CN2CCN(C(=O)C3CCC3)CC2)cc1,0.8%,-27.6%,-1.5%,-2.6%,i,-7.6%,0.6%,-1.4%,0.6%,
CC(C)(C)OC(=O)N1CCN(C(=O)Nc2ccc3c(c2)OCCO3)CC1,0.6%,-28.7%,-0.6%,-7.8%,i,14.4%,-0.5%,2.2%,-6.1%,
CC(C)N(C)C(=O)c1ccc(OC2CCN(CCc3ccccc3)CC2)cc1,0.8%,-18.6%,-7.1%,-15.8%,i,0.7%,-0.5%,0.8%,8.4%,
COc1cc(C)c(S(=O)(=O)n2c([N+](=O)[O-])cnc2C)cc1C,-2.5%,22.9%,13.9%,1.2%,nt,-36.7%[20 µM],0.4%,1.2%,35.9%,
CC1(C)COC(c2cccn2Cc2ccccc2Cl)=N1,-0.6%,-16.6%,1.3%,-2.3%,i,12.2%,0.5%,7.4%,-0.5%,
O=C1c2cccnc2C(=O)N1Cc1ccc(S(=O)(=O)N2CCOc3ccccc32)cc1,-2.2%,-11.3%,5.8%,10.4%,nt,-25.0%,1.9%,-1.8%,9.7%,
O=[N+]([O-])c1ccc2c(c1Nc1ccccc1)=NC1(CCCCC1)N=2,-2.4%,11.4%,8.6%,15.9%,i,-27.7%,0.1%,11.2%,-13.5%,

# Three compounds drawn at random from the list so far:
SMILES,HIV peptide binding,NOD1 inhibition,KOR beta-arrestin-1,NOD2 inhibition,Yfh1-depleted yeast,KOR beta-arrestin-2,West Nile virus CPE,NS5 inhibitors,AID2073,others
Cc1ccc(N(CC(=O)NCc2ccc(F)cc2)S(=O)(=O)c2cccs2)cc1,-0.1%,-5.5%,0.9%,-11.0%,i,-3.6%,1.9%,-7.8%,1.7%,
CCn1c2ccccc2c2cc(NC(=S)N3CCOCC3)ccc21,-1.2%,12.8%,-0.4%,-30.1%,i,-1.3%,1.6%,-6.9%,9.6%,
CC(C)N(C)C(=O)c1ccc(OC2CCN(CCc3ccccc3)CC2)cc1,0.8%,-18.6%,-7.1%,-15.8%,i,0.7%,-0.5%,0.8%,8.4%,

# Structures shown so far that have a furan ring, fused or not (two):
SMILES,HIV peptide binding,NOD1 inhibition,KOR beta-arrestin-1,NOD2 inhibition,Yfh1-depleted yeast,KOR beta-arrestin-2,West Nile virus CPE,NS5 inhibitors,AID2073,others
COC(=O)C1=C(O)/C(=C\c2ccc(CNC(=O)C(=O)Nc3ccc(C)cc3)o2)N=C1C,56.2%,-8.0%,-3.6%,-9.3%,i,22.4%,-0.2%,39.0%,-10.3%,
Cn1c(NCc2ccco2)nc2c1c(=O)n(Cc1ccc(Br)cc1)c(=O)n2C,-4.1%,4.1%,-2.2%,-11.3%,i,9.6%,1.3%,-3.5%,-0.8%,

# The main list resumes, starting two compounds before the break.
SMILES,HIV peptide binding,NOD1 inhibition,KOR beta-arrestin-1,NOD2 inhibition,Yfh1-depleted yeast,KOR beta-arrestin-2,West Nile virus CPE,NS5 inhibitors,AID2073,others
O=C1c2cccnc2C(=O)N1Cc1ccc(S(=O)(=O)N2CCOc3ccccc32)cc1,-2.2%,-11.3%,5.8%,10.4%,nt,-25.0%,1.9%,-1.8%,9.7%,
O=[N+]([O-])c1ccc2c(c1Nc1ccccc1)=NC1(CCCCC1)N=2,-2.4%,11.4%,8.6%,15.9%,i,-27.7%,0.1%,11.2%,-13.5%,
COC(=O)c1cc2c(C(F)(F)F)nn(C)c2s1,1.4%,-2.4%,-1.5%,20.9%,i,-8.3%,-0.2%,nt,1.7%,
Nc1nc(-c2ccc3c(c2)OCCO3)c(CC(=O)O)s1,6.2%,27.7%,4.6%,-23.8%,nt,-17.3%,-0.2%,-13.7%,-2.5%,NS5 inhibitors pilot replicate=-12.4
CC1(C)CC(=O)C(=Cc2cn(-c3ccccc3)nc2-c2ccc(Cl)cc2)C(=O)C1,7.4%,6.3%,6.5%,-62.8%,i,-18.3%,-0.1%,-1.1%,18.8%,
Cc1oc(-c2ccc(Cl)cc2)cc1-c1nn2c(-c3ccco3)nnc2s1,-0.7%,-8.3%,4.3%,7.6%,nt,-43.3%,nt,nt,40.9%,
CC(=O)N(CCC1(c2ccc(C)cc2)CCOC(C(C)C)C1)Cc1ccco1 (configuration not stated),-0.7%,-1.7%,3.6%,8.2%,i,-12.6%,1.5%,-6.2%,4.5%,
COc1ccc(C)cc1C(=O)CCC(=O)NC1CCCCC1,0.4%,-23.7%,-3.2%,9.1%,i,26.3%,-0.3%,-11.1%,9.5%,
O=C(COC(=O)c1cc([N+](=O)[O-])ccc1N1CCOCC1)Nc1c(Cl)cccc1C(F)(F)F,-0.5%,-26.3%,2.4%,-14.9%,nt,11.9%,0.8%,-9.1%,-4.0%,
Cn1cc(CNCc2cn[nH]c2-c2ccc(F)cc2)c(-c2ccc3c(c2)OCCO3)n1,1.1%,-22.2%,nt,-4.7%,i,-17.7%[20 µM],-0.3%,-2.7%,-5.7%,
COc1ccc(S(=O)(=O)N2CCCN(S(=O)(=O)c3ccc(OC)cc3C)CC2)c(C)c1,0.2%,-6.6%,2.2%,-4.9%,i,3.7%,-0.4%,-3.4%,9.2%,
N#Cc1ccc(-c2ccc3c(c2)OCO3)nc1SCC(=O)OCc1ccccc1,4.6%,-29.9%,1.6%,-0.4%,i,-41.9%,0.2%,0.8%,17.4%,
Cc1ccc(-n2nc3c(N4CCC(C(=O)NCCc5ccco5)CC4)nnc(C)c3c2C)cc1,-0.9%,-7.2%,0.3%,24.3%,nt,-3.3%,0.0%,-34.8%,-9.5%,
O=C(OCc1ccc(F)cc1Cl)c1ccccn1,0.1%,-19.2%,-2.7%,9.6%,i,-32.3%,-0.5%,2.4%,0.7%,
Cc1noc(C)c1C(=O)NCCCN1CCCC1=O,-0.5%,nt,1.1%,1.5%,i,8.0%,0.4%,2.4%,11.3%,
CCOC(=O)c1c(C)n(CCOc2ccccc2)c2ccc(O)cc12,-0.6%,5.0%,-4.3%,26.9%,nt,11.1%,-1.2%,0.0%,-6.1%,
COc1cc(OC)c(S(=O)(=O)Nc2ccccc2C(=O)O)cc1S(=O)(=O)Nc1ccccc1C(=O)O,26.3%,-30.5%,14.1%,0.0%,nt,-46.9%[20 µM],-0.1%,15.7%,0.9%,NS5 inhibitors pilot replicate=4.0
CC(=O)OC1COC(N2CCc3ccccc32)C(OC(C)=O)C1OC(C)=O (configuration not stated),2.3%,-23.4%,1.2%,8.9%,i,-10.2%,0.5%,-7.4%,?,
CC(=O)NC(c1ccc(F)cc1)c1cccnc1 (configuration not stated),3.1%,-48.0%,1.4%,6.1%,i,23.6%,-0.2%,-1.3%,8.5%,
Cc1ccc(CN2C(=O)C(C)(C)Oc3ccc(C(=O)N4CCCCC4)cc32)cc1,0.5%,-15.2%,2.7%,11.7%,i,-13.9%,1.1%,-16.7%,6.4%,
CC12CCC(=O)N1C(C(=O)Nc1nnc(SCc3ccccc3F)s1)CS2 (configuration not stated),2.5%,-32.1%,-5.0%,-2.2%,nt,16.8%,1.7%,6.7%,-3.3%,
CCc1ccc(CNC(=O)C(=O)NCC2CCCO2)cc1 (configuration not stated),1.0%,-37.4%,-0.7%,-19.1%,i,-23.4%,0.0%,-2.3%,-6.5%,
Cc1ccc(C)n1-c1cccc(N)c1,2.1%,1.6%,-12.6%,0.0%,i,13.9%,0.6%,nt,31.4%,
Cn1c(SCc2ccccc2Br)nc2ccccc2c1=O,0.3%,54.5%,4.7%,20.4%,nt,4.0%,-0.8%,-2.9%,1.6%,
CCCCN1C2CCCC1CC(NC(=O)c1cccc(Cl)c1)C2 (configuration not stated),2.2%,-12.0%,-4.4%,-5.4%,nt,2.5%[20 µM],-1.0%,-6.9%,34.2%,
CCCC(=O)CN1C(=O)C2(OCCO2)c2ccccc21,0.0%,-14.6%,-2.0%,8.5%,i,11.1%,-0.4%,-4.1%,4.0%,NS5 inhibitors pilot replicate=-0.9
Cc1ccc2oc(-c3cccc(N)c3)nc2c1,-2.6%,-34.6%,7.3%,-109.4%,i,2.2%,0.2%,-3.0%,22.7%,
CCOc1cc2c(cc1OCC)C(C(=O)O)C(c1ccc(OC)c(O)c1)N(C)C2=O (configuration not stated),-1.4%,-15.0%,3.6%,1.8%,i,-26.0%,0.3%,-0.7%,4.2%,
CC(C(=O)NCCN1C(=O)S/C(=C\c2cccs2)C1=O)N1C(=O)c2ccccc2C1=O (configuration not stated),0.3%,10.1%,-2.2%,19.3%,i,0.2%,-0.4%,2.9%,-11.2%,
COc1cc(/C=N\Nc2ccc([N+](=O)[O-])cc2)ccc1OCC(=O)Nc1ccc(C)c(C)c1,27.8%,-31.6%,-1.1%,-34.2%,nt,-22.7%,nt,26.3µM*,25.7%,
